Screens from PubChem BioAssay.
Eya2 inh – Eya2 (human) phosphatase inhibition; O00167; recombinant Eya2, OMFP fluorescence dephosphorylation (OMFP is methylfluorescein phosphate); AID 488837; 330,000 tested, 0.006% active; Potency, µM (doses to about 76.9 µM), without a hit: top-dose activity, negative = inhibition, hits mostly inhibitors; further: potency means the concentration at half of the fitted maximal effect; on the % scale 0 is the no-effect control and ±100 the full control effect
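Eya2 protein (added as 0.2 uM solution) was preincubated with compound for 10 min at ambient temperature in 50 mM HEPES pH 7.5, 50 mM NaCl, 5 uM MgCl2, 0.05% BSA, 1 mM DTT. OMFP (added at 50 uM) then reacted 10 min; fluorescence read at 485/525 nm.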
TSHR antag – blocks TSH signaling through the human TSH receptor; TSHR-expressing cells, TSH-stimulated cAMP HTRF, 2 h; stronger effect = lower value; activity change, negative = inhibition, % at 11.5 µM; 330,000 tested, 0.2% active; P16473;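 active means activity change below a set negative limit, meaning inhibition stronger than a set level, cut at about -70% in these data; inconclusive means activity change between two set negative limits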; further: on the % scale 0 is the no-effect control and ±100 the full control effect
Target sequence (P16473 whole entry, looked up): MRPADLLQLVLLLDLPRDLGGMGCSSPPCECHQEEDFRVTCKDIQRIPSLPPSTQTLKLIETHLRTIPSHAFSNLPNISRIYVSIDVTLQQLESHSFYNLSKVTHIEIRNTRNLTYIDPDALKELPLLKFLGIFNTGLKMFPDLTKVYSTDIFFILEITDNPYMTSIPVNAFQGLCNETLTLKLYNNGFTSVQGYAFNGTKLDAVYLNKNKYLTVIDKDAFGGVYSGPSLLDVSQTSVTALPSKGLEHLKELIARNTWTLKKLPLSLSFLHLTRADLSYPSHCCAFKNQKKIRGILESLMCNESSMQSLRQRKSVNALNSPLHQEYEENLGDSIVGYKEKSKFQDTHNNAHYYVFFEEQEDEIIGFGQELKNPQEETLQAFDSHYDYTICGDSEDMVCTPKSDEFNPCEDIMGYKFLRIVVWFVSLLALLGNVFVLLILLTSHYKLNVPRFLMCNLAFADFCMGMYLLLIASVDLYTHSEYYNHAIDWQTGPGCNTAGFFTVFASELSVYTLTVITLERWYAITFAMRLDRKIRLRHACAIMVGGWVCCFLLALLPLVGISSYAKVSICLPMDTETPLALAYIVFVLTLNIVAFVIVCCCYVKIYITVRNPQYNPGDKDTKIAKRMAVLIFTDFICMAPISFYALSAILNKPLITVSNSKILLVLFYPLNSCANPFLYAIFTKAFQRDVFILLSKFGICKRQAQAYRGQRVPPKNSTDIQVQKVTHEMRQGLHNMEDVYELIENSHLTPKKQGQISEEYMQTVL
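Antagonism was scored as loss of TSH-driven cAMP in TSHR cells, stimulated with 4nM TSH (EC80) for 2 hours at 37 deg C and detected by homogeneous HTRF competition immunoassay.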
Chronic BCR inh – blocks chronic active B-cell receptor signaling. ABC-DLBCL IkBa-CBG/CBR reporter, luminescence ratio, 4 h. Potency, µM (doses to about 46.1 µM), without a hit: at the top dose ratio change, negative = lower green/red ratio, actives largely listed as inhibitors. 340,000 tested, 0.05% active; active means well fitted inhibition curve with a large enough effect in the signal ratio, with a control signal flat, not every such curve was filed as active; inconclusive means small, poorly fitted or top-dose-only effect, or effect the other way, or a change in a side signal; the % refers to the signal ratio;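 further: potency means the concentration at half of the fitted maximal effect; plate controls were basal doxycycline-induced cells for no effect and cells given 10 µM MG132 for full effect; MG132 reads +100%, hits lower the ratio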
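Doxycycline induced both beetle luciferases in TMD8 lymphoma cells; IKK-driven degradation limits the IkappaBalpha-fused green signal, while red luminescence normalises for cell number and nonspecific effects. Compounds tested up to 46 uM, 4 hrs.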
GALK inhibitor – blocks human galactokinase activity; P51570; AID 1868; Potency, µM (highest dose often 57.5 µM), without a hit: top-dose activity change, negative = inhibition, hits mostly inhibitors; Purified GALK, Kinase-Glo residual ATP luminescence; 270,000 tested, 0.007% active; further: potency means the concentration at half of the fitted maximal effect; on the % scale 0 is the no-effect control and ±100 the full control effect
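Galactose (100 uM) and ATP (35 uM) were turned over by 5 nM GALK for 1 h at RT. Kinase-Glo Plus then converted the remaining ATP into a luminescent signal.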
Menin-MLL TR inh – menin-MLL binding inhibition, Texas Red mutant peptide; O00255; Menin + Texas Red MLL mutant peptide, fluorescence polarization; Potency, µM (highest dose often 61.6 µM), for the others: at the top dose FP activity change, negative = inhibition, most hits filed as inhibitors; 270,000 tested, 0.23% active; active means well fitted inhibition curve with a large enough effect in the polarisation, with a control signal flat, not every such curve was filed as active; inconclusive means small, poorly fitted or top-dose-only effect, or effect the other way, or a change in a side signal; inactive means no such curve, though single readings can be large or run the other way; the % refers to the polarisation; further: potency means the concentration at half of the fitted maximal effect; % of control where 0% means no effect; many of its hits are not listed in these tables
Mito fusion act – blocks mitochondrial division or promotes mitochondrial fusion | S. cerevisiae fusion-defective mutant growth rescue, CellTiterGlo 48 h | Potency, µM (titrated, usually from 46.1 µM), inactives show at the top dose growth rescue (activation), actives largely listed as activators | 320,000 tested, 0.23% active;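 further: potency means the concentration at half of the fitted maximal effect; % of control where 0% means no effect; nearly all actives have a fitted effect of over 45% in size; temperature-sensitive fusion mutants such as fzo1-1 at 37 °C on non-fermentable ethanol glycerol medium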
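Temperature-sensitive fusion-defective S. cerevisiae (e.g. fzo1-1, mgm1-5) were grown with compound in YPEG medium (3% ethanol, 3% glycerol) for 48 hours at 37C. Growth rescue was measured as viability by CellTiterGlo luminescence after 10 minutes at ambient.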
S-ASM inh – human S-ASM enzyme inhibition; P17405; placental ASM, HMU-PC fluorogenic substrate, 60 min; Potency, µM (highest dose often 57.5 µM), inactives show top-dose activity change, negative = inhibition, actives largely listed as inhibitors; 340,000 tested, 0.006% active; AID 504937; further: potency means the concentration at half of the fitted maximal effect
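qHTS format. ASM enzyme prepared from human placenta hydrolyses the fluorogenic substrate HMU-PC0 (9 uM final) over 60 min at 37 °C after a 10 min compound preincubation.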
USP2a inh – inhibitors of human ubiquitin-specific protease USP2a | Potency, µM (series often up to 38.3 µM), for inactives: at the highest dose activity change, negative = inhibition, usual class: inhibitors | O75604 | 330,000 tested, 0.01% active | USP2 core, Ub-CHOP2 coupled fluorogenic reporter, 485/531;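 further: potency means the concentration at half of the fitted maximal effect; plate controls were DMSO wells for no effect and full inhibition by NEM control for full effect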
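USP2 core (10nM final) preincubated 30min RT with compound in 20mM Tris-HCl pH 8.0, 2mM CaCl2, 2mM beta-mercaptoethanol, 0.05% CHAPS; 25nM Ub-CHOP2 plus 25nM reporter substrate added, fluorescence (Ex485/Em531) read after 60min.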
PKM2 activator – activators of human pyruvate kinase M2 | P14618 | purified PKM2, Kinase-Glo ATP luminescence, activation; response scale: 0% is enzyme alone, no compound | Potency, µM (titrated, usually from 57.5 µM), without a hit: at the top dose activation, most hits filed as activators | 260,000 tested, 0.34% active; further: potency means the concentration at half of the fitted maximal effect; on the % scale 0 is the no-effect control and ±100 the full control effect; nearly all actives have a fitted effect of over 55% in size
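Purified hPK-M2 (>95% pure) converted ADP (0.1 mM final) to ATP with 0.5 mM PEP in 50 mM imidazole pH7.2, KCl, MgCl2, Tween 20, BSA; 1 h at room temperature. ATP detected by Kinase-Glo luminescence.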
hERG WT inh – KCNH2 (human, wildtype) channel inhibition. Q12809. U2OS, BacMam KCNH2, thallium flux FluxOr; stronger effect = lower value. activity change, % at 1.84 µM. 340,000 tested, 0.37% active. AID 720551;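 active means maximum activity change below -70%; inconclusive means maximum activity change between -70% and -50%; inactive means maximum activity change above -50%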; further: on the % scale 0 is the no-effect control and ±100 the full control effect
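U2OS cells were transduced with wild-type KCNH2 virus (2.03 x 10^8 / mL) for 4 h at room temperature, then cultured overnight at 37 C. Thallium flux was read with FluxOr dye. Rate constants were normalized to DMSO controls.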
MBNL1 CUG block – inhibitors of human MBNL1 binding to CUG repeat RNA | TR-FRET MBNL1-His/biotin-(CUG)12 binding, 665/545 ratio | Potency, µM (highest dose often 57.5 µM), inactives show at the highest dose activity change, negative = inhibition, usual class: inhibitors | 280,000 tested, 0.036% active; active means well fitted inhibition curve with a large enough effect in the signal ratio, with a control signal flat, not every such curve was filed as active; inconclusive means small, poorly fitted or top-dose-only effect, or effect the other way, or a change in a side signal; inactive means no such curve, though single readings can be large or run the other way; the % refers to the signal ratio; further: potency means the concentration at half of the fitted maximal effect; on the % scale 0 is the no-effect control and ±100 the full control effect
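TR-FRET between His-tagged MBNL1 and biotin-(CUG)12 RNA, detected with Tb anti-His antibody (0.055 ng/ul) and streptavidin-XL665 (5 nM), 60 min at room temperature. Compounds titrated 92 nM to 58 uM; 665/545 nm ratio normalized to buffer and complex controls.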
* hit, by the source's call; u = inconclusive; x = no result given; [ ] = another dose, or the depositor's remark. Unless noted, the call rests on the fitted dose curve; in most records, active means well fitted curve in the direction sought with a large enough effect; inconclusive means small, poorly fitted or top-dose-only effect, or another doubt; inactive means no such curve, though single readings can be large; an effect the other way counts as inactive or inconclusive. Some of the compounds tested; rates above refer to the full screens.

SMILES | Eya2 inh | TSHR antag | Chronic BCR inh | GALK inhibitor | Menin-MLL TR inh | Mito fusion act | S-ASM inh | USP2a inh | PKM2 activator | hERG WT inh | MBNL1 CUG block
COc1cc(OC)cc(-c2nc(-c3ccccc3)no2)c1 | -14% | -12 | u | -2% | 63%[activator] | 3% | -11% | 3% | 14% | 21 | -8%
O=C(N/N=C/c1ccccc1C(=O)O)c1cc(-c2ccc3c4c(cccc24)CC3)n[nH]1 | 5% | -3 | 11% | -1% | 16% | -1% | -10% | 5% | 3% | -5 | 11%
O=c1[nH]c2ccc(NC(=S)NCCc3ccccc3)cc2[nH]1 | -3% | 12 | 5% | -2% | x | -19% | -1% | 5% | -4% | -14 | -17%
CN(C)Cc1cnc2ccc(Cl)cn12 | 3% | 3 | 1% | 3% | 15% | -1% | 1% | 5% | -4% | -7 | -1%
COc1cc(C)ccc1OCCOCCOc1c(C)cc(C)cc1Br | -36% | -19 | 2% | 3% | -9% | 1% | -7% | 8% | 4% | -16 | -4%
CCCCOC(=O)c1ccc(N/C(=N\S(=O)(=O)c2ccccc2)c2ccccc2)cc1 | -9% | -11 | -1% | 0% | 20% | 9% | -14% | 0% | 9% | 1 | -8%
COc1ccc(C2=NS(=O)(=O)N(C)C(C(=O)NCc3ccc(F)cc3)=C2)cc1OC | -5% | -4 | -1% | x | 16% | 2% | 0% | -1% | 7% | 11 | u
COc1ccc(-c2nc(CN3CCN(Cc4cccc(F)c4)CC3)c(C)o2)cc1 | -14% | 4 | 2% | -4% | -14% | -16% | 0% | 2% | -7% | 19 | 0%
CCc1cc2c(=O)c(-c3nc4ccccc4n3C)c(COCC(=O)O)oc2cc1O | 1% | -49 | 5% | -2% | u | 4% | 12% | 1% | 6% | 1 | 11%
Cc1[nH]nc(-c2ccc(O)cc2O)c1-c1ccc(Cl)cc1 | -1% | -20 | u | 2% | u | -23% | -16% | 3% | 7% | -14 | 1%
Cc1ccc(-c2noc(CN(C)C(=O)c3ccc(Br)o3)n2)cc1 | 20% | 4 | u | x | x | 6% | -7% | 3% | x | -4 | x
O=S(=O)(c1ccc(F)cc1)n1ccc(-c2cnc(-c3ccccc3)s2)n1 | 3% | -33 | u | -1% | x | 4% | -4% | -1% | -1% | -2 | 10%
O=C(Cc1ccc(Cl)cc1)Nc1nc2ccccc2[nH]1 | 3% | -5 | -11% | -2% | x | -3% | 3% | 0% | -11% | 10 | -2%
COc1cc(/C=C/C(=O)c2ccc3c(c2)OCCO3)cc(OC)c1OC | 10% | -10 | u | 3% | 16% | -18% | 4% | 1% | 1% | -24 | 5%
CCC1CCCCN1CCCNC(=O)c1cc2c(=O)oc3ccc(C)cc3c2s1 (stereo not drawn) | 6% | -1 | -3% | 4% | x | 1% | -6% | 3% | x | -10 | u
CN(C(=O)c1ccc2c(c1)S(=O)(=O)N=C1CCCCCN12)c1ccccc1 | -8% | 10 | 6% | x | x | -5% | 12% | 1% | x | 4 | x
CC(NC(=O)OC1CCCCC1)N1C(=O)C2C3C=CC(C3)C2C1=O (stereo not drawn) | -6% | -24 | 1% | 1% | 1% | -8% | 1% | 0% | 1% | 23 | 4%
COc1ccc(S(=O)(=O)N2CCCN(Cc3cccc(F)c3)CC2)cc1 | 4% | -12 | -14% | -1% | x | -1% | 4% | -1% | 5% | 12 | 1%
CN(C)S(=O)(=O)c1ccc(C(=O)Nc2ccnn2C2CCCCC2)cc1 | -4% | -15 | -7% | -2% | 5% | 0% | -3% | 0% | -8% | -2 | 6%
Cc1cc(C)n(C2CCCCC2OC(=O)CCc2ccccc2)n1 (stereo not drawn) | -9% | -6 | 3% | 2% | x | -2% | 3% | 6% | -5% | 21 | -9%
CCOC(=O)C1CCCN(C(=O)COC(=O)C2=COCCO2)C1 (stereo not drawn) | 10% | -8 | 2% | 0% | 1% | 0% | 1% | -2% | 2% | -4 | -8%
O=C1CCCC(O)=C1N=Nc1ccc2ncsc2c1 | 3% | 2 | -10% | 2% | 0% | -2% | -3% | -1% | -3% | 4 | u
CCOc1cc(CN2CCCCCC2)ccc1OC | -1% | 18 | -21% | 4% | -14% | 13% | 5% | -5% | -1% | 3 | -6%
CCN(CC(=O)Nc1ccccc1OC)C(=O)c1ccc(NC(=O)c2cccs2)cc1 | 0% | 12 | 8% | x | x | 0% | -2% | -3% | x | -4 | x
c1cnc(N2CCN(Cc3ccc4c(c3)OCO4)CC2)cn1 | -6% | 1 | -7% | 7% | -13% | -2% | 3% | -2% | 0% | -10 | -5%
C[C@H](CO)N1C[C@H](C)[C@@H](CN(C)C(=O)Nc2ccccc2)Oc2ccc(NC(=O)Cn3cnnn3)cc2C1=O | 8% | 0 | 4% | x | x | x | 1% | 4% | x | -6 | x
COc1ccc(CCNC(=O)CCCOc2ccc(C)cc2)cc1OC | -22% | 2 | 1% | -4% | 0% | -8% | 3% | 2% | 2% | 1 | x
Cc1ccccc1NC(=S)NCCc1c[nH]c2ccccc12 | 1% | 1 | -4% | 0% | 21% | -7% | 1% | -2% | 7% | -13 | 14%
CCCC(=O)NC(c1ccco1)c1cc([N+](=O)[O-])c2cccnc2c1O (stereo not drawn) | 5% | -1 | 29% | 5% | u | 0% | -3% | -2% | -14% | -9 | 3%
O=C(NCc1cccs1)c1nc(-c2cccs2)no1 | -1% | -11 | -1% | 3% | 9% | 2% | 2% | -2% | 2% | -8 | -4%
Cc1noc(C(=O)Nc2ccccc2C(F)(F)F)c1Cl | 3% | -3 | -2% | -1% | -7% | -2% | 1% | 1% | -2% | 40 | -12%
CO/N=C/C(=N\Nc1ccc(OC)cc1)C(=O)c1ccc(OC)cc1 | 32% | -2 | u | 3% | 1% | 0% | -21% | 8% | 4% | 3 | 13%
CCCc1cc(=O)oc2cc(OCC(=O)NC3CCN(Cc4ccccc4)CC3)ccc12 | -9% | -2 | u | -5% | x | -1% | -3% | 0% | x | 14 | 1%
CC(=O)N1CCN(CC(O)COc2ccc(Br)cc2)CC1 (stereo not drawn) | 5% | -4 | 0% | 1% | 1% | 2% | 0% | 0% | 3% | 6 | -7%
O=c1c(C(c2ccc(F)cc2)c2c(O)nc3n(c2=O)CCCS3)c(O)nc2n1CCCS2 | -15% | -10 | 2% | 9% | x | -4% | 5% | -1% | 0% | -4 | -4%
COCCNC(=O)c1sc2ncn(CC(=O)N3CCCCC3)c(=O)c2c1C | -27% | -2 | 0% | -2% | 13% | 3% | 4% | 3% | -5% | 9 | 8%
CC1(C)CC(=O)C2=C(C1)C(c1cn(-c3ccccc3)nc1-c1ccccc1)C(C#N)=C(N)O2 (stereo not drawn) | -2% | -2 | -24% | -3% | -13% | 11% | -9% | -1% | -10% | 2 | -21%
O=C(NCc1ccco1)/C(=C\c1cccs1)NC(=O)c1cccs1 | -4% | 4 | 0% | 0% | 0% | 15% | 3% | -12% | 5% | -23 | u
COC(=O)c1ccccc1SC(CC(=O)c1ccccc1)c1ccc(F)cc1 (stereo not drawn) | -7% | -6 | -11% | x | x | 10% | -3% | 1% | -2% | -5 | -8%
Cc1ccc(CNc2ccc(N3CCOCC3)cc2)cc1 | 5% | -12 | -1% | x | 0% | -5% | 3% | -1% | 4% | -1 | 15%
C=CCn1c(COc2cccc3ccc(C)nc23)nnc1SCC(=O)OC | 0% | 6 | -6% | 2% | 0% | 1% | 2% | 0% | -14% | 6 | 15%
COc1ccc(OCCN2C(=O)NC(C)(c3ccc(C)cc3)C2=O)cc1 (stereo not drawn) | -5% | 44 | -2% | -1% | -5% | 7% | 0% | -3% | -17% | 4 | -20%
